From PubChem
Pol iota inh: qHTS for Inhibitors of Polymerase Iota. DNA polymerase iota (Homo sapiens), Q9UNA4. Pol iota fluorescent replication assay, 10 min. Potency, µM (doses to about 115 µM), for the others: top-dose activity, negative = inhibition, most hits filed as inhibitors. hit rate 1% among 390,000. AID 588590, 2011
Target sequence (Q9UNA4 whole entry, looked up): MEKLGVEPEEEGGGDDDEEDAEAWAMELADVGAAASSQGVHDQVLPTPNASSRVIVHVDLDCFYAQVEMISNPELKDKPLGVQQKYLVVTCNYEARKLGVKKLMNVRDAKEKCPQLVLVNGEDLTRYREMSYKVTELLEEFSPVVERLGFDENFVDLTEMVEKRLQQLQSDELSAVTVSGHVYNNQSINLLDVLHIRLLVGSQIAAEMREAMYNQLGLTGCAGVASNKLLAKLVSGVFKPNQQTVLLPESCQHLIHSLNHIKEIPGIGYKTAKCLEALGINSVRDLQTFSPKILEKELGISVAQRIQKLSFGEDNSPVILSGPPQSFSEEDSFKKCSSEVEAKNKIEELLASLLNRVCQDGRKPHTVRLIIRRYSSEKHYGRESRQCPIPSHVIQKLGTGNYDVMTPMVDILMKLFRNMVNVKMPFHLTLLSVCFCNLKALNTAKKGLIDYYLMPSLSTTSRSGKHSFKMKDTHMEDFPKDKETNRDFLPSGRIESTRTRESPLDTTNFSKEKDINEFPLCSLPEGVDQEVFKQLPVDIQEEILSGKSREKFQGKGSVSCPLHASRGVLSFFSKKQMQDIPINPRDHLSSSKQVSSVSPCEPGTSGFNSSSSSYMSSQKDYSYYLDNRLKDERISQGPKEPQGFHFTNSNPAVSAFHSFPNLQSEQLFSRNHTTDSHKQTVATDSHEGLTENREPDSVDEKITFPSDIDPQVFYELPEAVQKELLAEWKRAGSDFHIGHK
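Pol iota at 10 nM preincubated 15 min with compounds at room temperature; reaction started with fluorescent substrate, 50 nM final. Fluorescence read kinetically at 0 and 10 min; buffer-only wells as negative control.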
POLB inh: qHTS Assay for Inhibitors of DNA Polymerase Beta; P06746; Pol beta primer extension/strand displacement, fluorescence kinetic; Potency, µM (titrated, usually from 114 µM), for the others: at the highest dose activity change, negative = inhibition, most hits filed as inhibitors; hit rate 1.3% among 340,000; further: on the % scale 0 is the no-effect control and ±100 the full control effect
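Enzyme-only controls used 10 nM Pol beta; buffer lacking enzyme served as negative control. Compound preincubated 15 min, then 50 nM substrate added; 0 and 10 min reads at room temperature.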
POLK inh: qHTS for Inhibitors of Polymerase Kappa; purified Pol kappa, fluorescent DNA synthesis assay, 10 min; Potency, µM (highest dose often 107 µM), for inactives: at the top dose activity, negative = inhibition, hits mostly inhibitors; hit rate 0.53% among 400,000; AID 588579, 2011; further: on the % scale 0 is the no-effect control and ±100 the full control effect
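50 nM final substrate added after 15 min RT preincubation of 10 nM Pol kappa with compound; fluorescence read at 0 and 10 min.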
Apoferritin bind: qHTS Assay for Identification of Novel General Anesthetics; apoferritin/1-aminoanthracene competitive binding, fluorescence; Ferritin light chain (Equus caballus), P02791; hit rate 0.074% among 350,000; Potency, µM (highest dose often 77.5 µM), without a hit: at the highest dose activity change, negative = displacement, hits mostly inhibitors; further: on the % scale 0 is the no-effect control and ±100 the full control effect; nearly all actives have a fitted effect of over 20% in size
Target sequence (P02791 2-175 limits assumed): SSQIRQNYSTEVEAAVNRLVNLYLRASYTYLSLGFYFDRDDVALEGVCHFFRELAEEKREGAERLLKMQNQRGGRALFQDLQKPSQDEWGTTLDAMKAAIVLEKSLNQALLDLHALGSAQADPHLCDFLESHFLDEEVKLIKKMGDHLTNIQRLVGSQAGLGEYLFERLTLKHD
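Concentration-response curves derived by four-parameter Hill fitting of normalized fluorescence, where compounds displaced 1-AMA from 10 uM horse apoferritin following a brief 10 min room-temperature incubation; propofol titration acted as positive control.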
G9a block: qHTS Assay for Inhibitors of Histone Lysine Methyltransferase G9a. Histone-lysine N-methyltransferase EHMT2 (Homo sapiens), Q96KQ7. AID 504332, 2011. Potency, µM (doses to about 102 µM), for the others: top-dose activity, negative = inhibition, usual class: inhibitors. G9a H3K9 monomethylation, AlphaScreen, 2 h. hit rate 8.8% among 350,000; further: on the % scale 0 is the no-effect control and ±100 the full control effect; nearly all actives have a fitted effect of over 75% in size
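Quantitative HTS format: methyltransferase activity on a biotin-tagged H3K9 peptide is measured by AlphaScreen, using a rabbit anti-monomethyl-H3K9 antibody with streptavidin donor and anti-IgG acceptor beads. Final levels are 20 nM enzyme, 500 nM peptide, 20 uM SAM; 2 h RT.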
POLH inh: qHTS for Inhibitors of Polymerase Eta; hit rate 1.2% among 390,000; AID 588591, 2011; recombinant Pol eta, fluorescent DNA replication assay; Potency, µM (titrated, usually from 114 µM), for the others: top-dose activity change, negative = inhibition, hits mostly inhibitors; further: on the % scale 0 is the no-effect control and ±100 the full control effect
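Pol eta at 10 nM preincubated with compounds 15 min at room temperature; reaction started with fluorescent substrate (50 nM final) and read kinetically at 0 and 10 min.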
BLM inh: qHTS Assay for Inhibitors of Bloom's syndrome helicase (BLM); hit rate 0.2% among 350,000; Potency, µM (highest dose often 56.1 µM), inactives show top-dose activity change, negative = inhibition, usual class: inhibitors; recombinant BLM DNA unwinding, fluorescence dequenching;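 further: plate controls were vehicle for no effect and no enzyme for full effect; nearly all actives have a fitted effect of over 35% in size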
BAZ2B inh: qHTS Assay for Inhibitors of BAZ2B; Bromodomain adjacent to zinc finger domain protein 2B (Homo sapiens), Q9UIF8; AlphaScreen BAZ2B-H3K14Ac peptide displacement; Potency, µM (series often up to 114 µM), inactives show top-dose activity change, negative = inhibition, actives largely listed as inhibitors; hit rate 4.4% among 360,000; AID 504333, 2011; further: on the % scale 0 is the no-effect control and ±100 the full control effect; nearly all actives have a fitted effect of over 60% in size
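Multi-concentration screen (max 110 uM) measuring displacement of acetylated histone H3 peptide from BAZ2B by AlphaScreen, using 50 nM protein, 50 nM peptide and 10 ug/mL streptavidin donor plus Ni-chelate acceptor beads.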
APEX1 inh: qHTS Assay for Inhibitors of the Human Apurinic/apyrimidinic Endonuclease 1 (APE1); DNA repair nuclease/redox regulator APEX1 (Homo sapiens), P27695; recombinant APE1, TAMRA/BHQ-2 abasic DNA cleavage fluorescence; Potency, µM (titrated, usually from 65.8 µM), inactives show top-dose activity change, negative = inhibition, most hits filed as inhibitors; hit rate 0.35% among 350,000;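 further: plate controls were vehicle for no effect and reference inhibitor for full effect; nearly all actives have a fitted effect of over 55% in size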
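Enzyme (0.75 nM final) and test compound are incubated 15 min at room temperature before adding 50 nM quenched THF abasic-site duplex. Cleavage dequenches TAMRA, followed at 525/598 nm over three reads one minute apart.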
An asterisk follows results filed as active; & = joins results of further samples; [ ] = another dose, or the depositor's remark. The call rests on the fitted dose curve; in most records, active means well fitted curve in the direction sought with a large enough effect; inconclusive means small, poorly fitted or top-dose-only effect, or another doubt; inactive means no such curve, though single readings can be large; an effect the other way counts as inactive or inconclusive. Potency means the concentration at half of the fitted maximal effect.

How did O=C(Nc1cc(Cl)cc(Cl)c1)C1CC(=O)N(C2CCCC2)C1 (configuration not stated) do in these assays?
Pol iota inh: 16%; POLK inh: -6%; G9a block: -10%[2.33 µM]; POLH inh: inconclusive; BAZ2B inh: -6%; APEX1 inh: 4%

What do the screens show for `Cc1ccc(NC(=O)Nc2nnc(Cc3ccc(F)cc3)s2)cc1`?
Pol iota inh: 7%; POLB inh: -8%; POLK inh: -1%; Apoferritin bind: 4%; G9a block: 13%; POLH inh: 0%; BLM inh: -4%; BAZ2B inh: -1%; APEX1 inh: 43%

How did N#Cc1ccccc1CSCCNC(=O)Cc1c(F)cccc1Cl do in these assays?
Pol iota inh: -13%; POLB inh: -2%; POLK inh: 2%; Apoferritin bind: -9%; G9a block: 17%; POLH inh: -15%; BLM inh: 3%; BAZ2B inh: 7%; APEX1 inh: -16%

What do the screens show for `Cc1c(CC(Cl)(Cl)Cl)c2c(n1O)CC(C)(C)CC2=O`?
Pol iota inh: 10%; POLB inh: 5%; POLK inh: -5%; Apoferritin bind: -8%; G9a block: inconclusive; POLH inh: -9%; BLM inh: -10%; BAZ2B inh: -38%; APEX1 inh: 2%

Results for CC(C)Oc1ccc(-c2nn(-c3ccccc3)cc2/C=c2\sc3ncnn3c2=O)cc1 ?
POLB inh: 2%; Apoferritin bind: 110%[activator]; G9a block: -3%[12.7 µM]; BLM inh: -2%; BAZ2B inh: -3%; APEX1 inh: 10%

What do the screens show for `CCN1CCN(C(=O)c2ccc3c(c2)N(Cc2ccccc2)C(=O)c2ccccc2S3(=O)=O)CC1`?
Pol iota inh: 20%&47%; POLB inh: -1%&0%; POLK inh: 9%&-11%; Apoferritin bind: -11%&51%; G9a block: -47%[59 µM]; POLH inh: -11%; BLM inh: -2%&0%; BAZ2B inh: 5%&-15%; APEX1 inh: -2%

How did O=C(NN1CCOCC1)c1cn(-c2ccccc2)nc1-c1cccs1 do in these assays?
Pol iota inh: -21%; POLB inh: 12%; POLK inh: -10%; Apoferritin bind: 0%; G9a block: 1%[59 µM]; POLH inh: inconclusive; BLM inh: 0%; BAZ2B inh: 3%; APEX1 inh: 14%

How did O=C(CN1CCCCCC1)OCCN=C1NS(=O)(=O)c2ccccc21 do in these assays?
Pol iota inh: 1%; POLB inh: 1%; POLK inh: 5%; Apoferritin bind: -6%; G9a block: 8%[59 µM]; POLH inh: -17%; BLM inh: 0%; BAZ2B inh: -1%; APEX1 inh: -1%

What do the screens show for `COc1ccc(OC)c2c1C(=O)C(Cl)=C(Cl)C2=O`?
Pol iota inh: 69%[activator]; POLB inh: 25%; POLK inh: -5%; Apoferritin bind: -3%; POLH inh: -16%; BLM inh: 1%; BAZ2B inh: 45µM*; APEX1 inh: 11%

What do the screens show for `NC(=O)c1nsc(C(=O)N(CC(=O)NCc2ccco2)c2ccccc2F)c1N`?
Pol iota inh: 26%; POLB inh: -1%; POLK inh: 3%; Apoferritin bind: -9%; G9a block: -23%[59 µM]; POLH inh: -13%; BLM inh: -3%; BAZ2B inh: -13%; APEX1 inh: 1%

How did COc1cc2c(C(=O)N3CCN(c4ccc(C)cc4)C(C)C3)cn(CC(C)C)c(=O)c2cc1OC (configuration not stated) do in these assays?
Pol iota inh: -14%; POLB inh: 28%; POLK inh: 2%; Apoferritin bind: -14%; G9a block: inconclusive; POLH inh: -14%; BLM inh: -3%; BAZ2B inh: -32%

How did Cn1nc2c(c1C(=O)N1CCCC(C(=O)c3cc(F)ccc3F)C1)CCCC2 (configuration not stated) do in these assays?
Pol iota inh: -18%; POLB inh: 1%; POLK inh: -2%[60.1 µM]; Apoferritin bind: -6%; G9a block: -2%; POLH inh: -19%; BLM inh: -1%; BAZ2B inh: -20%; APEX1 inh: 4%

What do the screens show for `COC(=O)c1ccc(N2C(=O)c3ccc(OC)c(OC)c3C2=O)cc1`?
Pol iota inh: 7%; POLB inh: -1%; POLK inh: -11%; Apoferritin bind: -12%; G9a block: -22%; POLH inh: 7%; BLM inh: -1%; BAZ2B inh: -5%; APEX1 inh: 1%

Results for CCCn1c(COc2ccccc2OC)nc2ccccc21 ?
Pol iota inh: -27%; POLB inh: -1%; POLK inh: 5%; Apoferritin bind: -22%; G9a block: 1%[0.501 µM]; POLH inh: -22%; BLM inh: -9%; BAZ2B inh: 3%; APEX1 inh: 54%[activator]

Results for CCOc1ccc(N2CSC3=C(C#N)C(c4ccco4)CC(=O)N3C2)cc1 (configuration not stated) ?
Pol iota inh: 13%; POLB inh: 25µM*; POLK inh: 0%; Apoferritin bind: inconclusive; G9a block: 1.8µM*; POLH inh: 1%; BLM inh: inconclusive; BAZ2B inh: 45µM*; APEX1 inh: 32µM*

Results for CCOc1cc2c(cc1OCC)C(c1c(F)cccc1Cl)CC(=O)N2 (configuration not stated) ?
Pol iota inh: -1%; POLB inh: 22%; POLK inh: -11%; Apoferritin bind: -10%; G9a block: -10%[59 µM]; POLH inh: -6%; BLM inh: -2%; BAZ2B inh: -2%

Results for O=c1[nH]c(/C=C\c2cccc(C(F)(F)F)c2)nc(O)c1[N+](=O)[O-] ?
Pol iota inh: 1%; POLB inh: 59%; POLK inh: -5%; Apoferritin bind: -6%; POLH inh: inconclusive; BLM inh: -5%; BAZ2B inh: -4%; APEX1 inh: -11%

Results for CCN1C(=O)C(=O)N(CC(=O)c2[nH]c(C)c(C(C)=O)c2C)C1=O ?
Pol iota inh: 47%[activator]; POLK inh: -3%; G9a block: 9%[0.501 µM]; POLH inh: -7%; BAZ2B inh: -9%; APEX1 inh: 18%

How did COc1ccc(S(=O)(=O)NCCc2c(C)nn(C)c2Oc2ccccc2)cc1 do in these assays?
Pol iota inh: 21%; POLB inh: 0%; POLK inh: -1%; Apoferritin bind: -13%; G9a block: -43%[12.7 µM]; POLH inh: -14%; BLM inh: 0%; BAZ2B inh: -9%; APEX1 inh: -4%

What do the screens show for `CCn1c(C(=O)O)c(CC(=O)NC2CCCCCC2)c2ccccc21`?
Pol iota inh: -18%; POLB inh: 2%; POLK inh: -10%; Apoferritin bind: -10%; G9a block: inconclusive; POLH inh: -6%; BLM inh: -16%; BAZ2B inh: 3%; APEX1 inh: 1%

How did N#Cc1ccccc1NC(=O)c1ccc2c(c1)OCCO2 do in these assays?
Pol iota inh: 73%[activator]; POLB inh: 23%; POLK inh: -14%; Apoferritin bind: -2%; G9a block: 17%; POLH inh: 7%; BLM inh: -6%; BAZ2B inh: -21%; APEX1 inh: 30%

Results for COc1cccc(-c2nn(C)c3sc(C(=O)N4CCN(c5cccc(C(F)(F)F)c5)CC4)cc23)c1 ?
Pol iota inh: 19%; POLB inh: 6%; POLK inh: -7%; Apoferritin bind: -13%; G9a block: -32%[59 µM]; POLH inh: -25%; BLM inh: -11%

What do the screens show for `COc1ccc2c(c1)CCc1sc(NC(=O)c3ccco3)nc1-2`?
Pol iota inh: 30%; POLB inh: 2%; POLK inh: -6%; Apoferritin bind: 20%; G9a block: 40µM*; POLH inh: -21%; BLM inh: -10%; BAZ2B inh: -34%; APEX1 inh: -8%

What do the screens show for `Cc1nc(/C=C/c2ccccc2)cc(/C=C/c2ccccc2)n1`?
Pol iota inh: 5%; POLB inh: -1%; POLK inh: -10%; Apoferritin bind: -16%; G9a block: 51%[activator][59 µM]; POLH inh: -10%; BLM inh: -6%; BAZ2B inh: 20%; APEX1 inh: -5%

Results for COc1ccc(-c2cc(C(=O)OCC(=O)Nc3cc(C)on3)c3ccccc3n2)cc1OC ?
Pol iota inh: -7%; POLB inh: 47%[activator]; POLK inh: 0%; Apoferritin bind: -8%; G9a block: 14%[0.501 µM]; POLH inh: -11%; BLM inh: -4%; BAZ2B inh: 5%; APEX1 inh: 2%

How did CCOc1ccc(CCNC(=O)COC(=O)C2CC2)cc1OCC do in these assays?
Pol iota inh: 11%; POLK inh: -3%; G9a block: 1%; POLH inh: -20%; BAZ2B inh: -3%; APEX1 inh: 6%

Results for O=S(=O)(NCc1cn2ccsc2n1)c1cccs1 ?
Pol iota inh: 1%; POLB inh: 27%; POLK inh: -4%; Apoferritin bind: -5%; G9a block: -1%[59 µM]; POLH inh: -9%; BLM inh: -1%; BAZ2B inh: -34%; APEX1 inh: -1%

Retrieved by compound from the list above, 3 records:
Results for O=S(=O)(NCc1cn2ccsc2n1)c1cccs1 ?
Pol iota inh: 1%; POLB inh: 27%; POLK inh: -4%; Apoferritin bind: -5%; G9a block: -1%[59 µM]; POLH inh: -9%; BLM inh: -1%; BAZ2B inh: -34%; APEX1 inh: -1%

Results for COc1ccc(-c2cc(C(=O)OCC(=O)Nc3cc(C)on3)c3ccccc3n2)cc1OC ?
Pol iota inh: -7%; POLB inh: 47%[activator]; POLK inh: 0%; Apoferritin bind: -8%; G9a block: 14%[0.501 µM]; POLH inh: -11%; BLM inh: -4%; BAZ2B inh: 5%; APEX1 inh: 2%

Results for COc1cccc(-c2nn(C)c3sc(C(=O)N4CCN(c5cccc(C(F)(F)F)c5)CC4)cc23)c1 ?
Pol iota inh: 19%; POLB inh: 6%; POLK inh: -7%; Apoferritin bind: -13%; G9a block: -32%[59 µM]; POLH inh: -25%; BLM inh: -11%

Not all compounds are listed. The share of hits here may be higher or lower than overall.
